SRC3 inh: SRC3 coactivator transcriptional activity inhibitors, primary screen, cell-based, luminescence; HEK293 GAL4-SRC3 luciferase reporter; Nuclear receptor coactivator 3 (Homo sapiens), Q9Y6Q9; inhibition, % at 3.6 µM; actives 0.17% (n = 360,000);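 active = inhibition above a per-campaign cutoff, the mean of all compounds plus 3 SD, cut at about 60% in these data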;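 also: 0% = DMSO-treated cells and 100% = gossypol-treated cells at 36 µM; higher means less SRC3-driven luciferase light from the GAL4 reporter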
Target sequence (Q9Y6Q9 whole entry, looked up, the tested form may be a part): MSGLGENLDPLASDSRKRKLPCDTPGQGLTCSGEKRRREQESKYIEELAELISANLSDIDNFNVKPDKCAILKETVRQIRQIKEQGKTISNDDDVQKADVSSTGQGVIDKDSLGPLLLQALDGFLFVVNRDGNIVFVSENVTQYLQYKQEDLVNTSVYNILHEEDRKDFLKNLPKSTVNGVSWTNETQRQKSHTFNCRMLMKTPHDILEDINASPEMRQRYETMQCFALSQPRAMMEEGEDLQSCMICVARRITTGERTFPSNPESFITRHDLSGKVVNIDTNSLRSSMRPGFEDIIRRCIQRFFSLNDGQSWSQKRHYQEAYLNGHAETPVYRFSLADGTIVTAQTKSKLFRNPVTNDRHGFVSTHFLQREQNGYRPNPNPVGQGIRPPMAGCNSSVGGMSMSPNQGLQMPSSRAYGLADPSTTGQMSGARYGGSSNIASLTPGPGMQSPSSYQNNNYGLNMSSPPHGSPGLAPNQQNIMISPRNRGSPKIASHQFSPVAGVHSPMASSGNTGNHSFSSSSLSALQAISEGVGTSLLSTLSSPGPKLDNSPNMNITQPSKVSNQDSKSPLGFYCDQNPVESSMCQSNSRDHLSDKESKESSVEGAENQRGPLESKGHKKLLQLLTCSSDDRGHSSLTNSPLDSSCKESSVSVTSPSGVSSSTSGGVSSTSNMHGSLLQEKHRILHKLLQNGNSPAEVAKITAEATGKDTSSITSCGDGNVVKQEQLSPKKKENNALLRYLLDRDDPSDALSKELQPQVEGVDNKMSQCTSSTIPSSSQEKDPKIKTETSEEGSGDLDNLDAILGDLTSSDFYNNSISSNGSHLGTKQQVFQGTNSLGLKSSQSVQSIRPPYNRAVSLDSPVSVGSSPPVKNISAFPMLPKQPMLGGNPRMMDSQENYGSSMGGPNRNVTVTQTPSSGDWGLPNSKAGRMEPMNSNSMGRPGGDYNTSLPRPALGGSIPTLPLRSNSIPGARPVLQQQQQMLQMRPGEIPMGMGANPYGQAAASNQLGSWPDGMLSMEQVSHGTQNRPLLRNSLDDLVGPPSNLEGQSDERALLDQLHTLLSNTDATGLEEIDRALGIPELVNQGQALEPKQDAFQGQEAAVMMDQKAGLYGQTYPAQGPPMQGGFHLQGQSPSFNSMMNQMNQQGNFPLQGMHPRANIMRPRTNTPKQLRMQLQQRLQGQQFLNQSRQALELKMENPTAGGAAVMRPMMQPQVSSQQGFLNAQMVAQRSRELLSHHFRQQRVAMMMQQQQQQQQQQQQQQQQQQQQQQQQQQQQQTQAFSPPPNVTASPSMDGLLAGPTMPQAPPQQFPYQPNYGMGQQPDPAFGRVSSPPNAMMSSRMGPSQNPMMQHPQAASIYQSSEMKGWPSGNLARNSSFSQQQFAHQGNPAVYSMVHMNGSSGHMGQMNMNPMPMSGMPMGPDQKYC
MC4R antag cAMP: MC4R antagonists of cAMP signaling, primary screen, cell-based, TR-FRET, antagonist arm of biased-ligand search | inhibition, % at 6.5 µM | MC4R-expressing cells, MTII-stimulated cAMP, LANCE TR-FRET | Melanocortin receptor 4 (Homo sapiens), P32245 | AID 540295, 2011 | actives 0.48% (n = 360,000);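 active = inhibition above its plate's cutoff, the mean of tested wells on that plate plus 3 SD, cut at about 29% in these data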;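 also: 0% = Melanotan II alone and 100% = Melanotan II plus saturating MCL0020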
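system = U2OS cells with stable human MC4R expression | also added = Melanotan II challenge after compound preincubation | dosing = one concentration, 6.5 µM nominal | incubation = compound 30 min, challenge 1 h, detection 1 h | measured by = TR-FRET with Eu-cAMP and labeled anti-cAMP, 671 nm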
EBV LMP1 NFkB: EBV LMP1-driven NF-kappaB luciferase reporter inhibitors, primary screen, cell-based, luminescence, single point; LMP1-induced NF-kappaB luciferase reporter cells; inhibition, % at 12.5 µM; actives 0.69% (n = 350,000); in the data active = inhibition above about 41%;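 also: 0% = neutral control wells and 100% = reference inhibitor control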
TLR9-MyD88 inh: inhibitors of TLR9-MyD88 association in cells, primary screen, cell-based, CHO, BLA complementation, fluorescence. CCF4 FRET ratio. Toll-like receptor 9 (Homo sapiens) + Myeloid differentiation primary response protein …. AID 504734, 2011. inhibition, % at 4.98 µM. actives 0.21% (n = 340,000);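 active = inhibition above the mean over all tested compounds plus 3 SD, cut at about 21% in these data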;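 also: 0% = DMSO only wells and 100% = clavulanate BLA inhibitor control wells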
SRC1 inh: SRC1 coactivator transcriptional activity inhibitors, primary screen, cell-based, luminescence; Nuclear receptor coactivator 1 (Homo sapiens), Q15788; HEK293 GAL4-SRC1 luciferase reporter; inhibition, % at 3.6 µM; actives 0.12% (n = 360,000); AID 588354, 2011;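 active = inhibition above the campaign mean plus 3 SD, with each screening campaign given its own cutoff, cut at about 60% in these data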;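 also: 0% = DMSO treated cells and 100% = gossypol at 36 µM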
NCOA2 inhibitor: inhibition of GAL4-SRC2 driven luciferase reporter, primary screen, SRC2 inhibitor project, cell-based, luminescence; Nuclear receptor coactivator 2 (Homo sapiens), Q15596; HEK293 GAL4-SRC2 luciferase reporter; inhibition, % at 9 µM; actives 0.17% (n = 370,000); AID 651957, 2012;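 active = inhibition above the mean inhibition of all tested compounds plus 3 SD, set per campaign, cut at about 52% in these data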;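 also: 0% = DMSO treated cells and 100% = cells given Gossypol at 36 µM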
MC4R ag barr: MC4R agonists recruiting beta-arrestin, primary screen, cell-based, luminescence, agonist arm of biased-ligand search | AID 540308, 2011 | actives 0.98% (n = 360,000) | U2OS MC4R beta-arrestin complementation; percent of melanotan II response, DMSO zero | activation, % at 8.9 µM;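 active = activation above a per-plate cutoff, the mean activation of sample wells on that plate plus 3 SD, cut at about 8% in these data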
NR2F2 inh: NR2F2 transcriptional activity inhibitors, primary screen, cell-based, luciferase reporter, HEK293T, luminescence; AID 686940, 2013; actives 0.7% (n = 370,000); HEK293T NGFI-A luciferase reporter; inhibition, % at 8.6 µM;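 active = inhibition above a per-plate cutoff, mean inhibition of test wells between control levels plus 3 SD, cut at about 38% in these data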;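 also: cells cotransfected with COUP-TFII expression vector driving the NGFI-A reporter; 0% = median of COUP-TF2 test wells and 100% = reporter-only cells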
NOD2 RIPK2 PPI: NOD2-RIPK2 binding disruptors in cells, primary screen, fluorescence, CHO cells, BLA complementation; Receptor-interacting serine/threonine-protein kinase 2 (Homo sapiens), O43353; CCF4 ratio; inhibition, % at 4.98 µM; actives 0.38% (n = 360,000); AID 624267, 2012; in the data active = inhibition above about 21%;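 also: 0% = vehicle only and 100% = reference blocker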
NR5A2 inv ag: LRH-1 (NR5A2) inverse agonists, primary screen, cell-based, luminescence, HEK293T, StAR-luciferase reporter; LRH-1 transfected, 24 h; inhibition, % at 3.6 µM; actives 0.13% (n = 360,000); AID 602396, 2012;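 active = inhibition above the mean inhibition of all tested compounds plus 3 SD, cut at about 73% in these data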;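 also: 0% = DMSO wells and 100% = reporter-only cells lacking LRH-1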
ABHD5-PLIN5 inh: ABHD5-PLIN5 interaction inhibitors, primary screen, cell lysate, split luciferase complementation, luminescence; actives 0.78% (n = 360,000); inhibition, % at 4 µM; AID 602281, 2012; Split G. princeps luciferase complementation, 4 h;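 active = inhibition above the mean inhibition across every tested compound plus 3 SD, cut at about 22% in these data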;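 also: 0% = DMSO only wells and the 100% control is not disclosed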
* = called active by the depositor; . = no result given.

Values run as follows: SRC3 inh, MC4R antag cAMP, EBV LMP1 NFkB, TLR9-MyD88 inh, SRC1 inh, NCOA2 inhibitor, MC4R ag barr, NR2F2 inh, NOD2 RIPK2 PPI, NR5A2 inv ag, ABHD5-PLIN5 inh
> CCN(CC)c1nc(NNC(=O)c2ccccc2)nc(N(CC)CC)n1
    -14, 10, -1, 8, 5, 17, -0.2, 17, 0, -11, -9
> CC(=O)C1=C(O)C(=O)N(c2ccc(Br)cn2)C1c1ccc(Br)cc1 (stereo not given)
    -8, 15, -11, -3, -35, -43, -0.9, -26, -4, -47, -26
> O=C(O)C1Cc2ccccc2CN1C(=O)COc1ccc(Br)cc1 (stereo not given)
    17, 14, 5, -3, -32, 11, -3.0, 13, -7, -22, 7
> CCOC(=O)C1(CC2CC2)CCN(Cc2cc(Cl)c(O)c(OC)c2)CC1
    -2, -2, -1, 5, 4, -7, -2.2, 13, -4, 1, 10
> Cc1ccc(/C=C/C(=O)OCC(=O)N(C)c2c(N)n(Cc3ccccc3)c(=O)[nH]c2=O)o1
    -13, -1, 3, -3, -5, -50, 0.2, -9, -17, 1, 2
> C=CCOc1cccc(C2c3c(oc4ccc(F)cc4c3=O)C(=O)N2CCCN2CCOCC2)c1 (stereo not given)
    7, 23, -2, -5, -18, -35, -0.8, -2, -13, -19, 0
> CC1CCN(CCCN2C(=O)C3C(C(=O)Nc4ccc(Cl)cc4)C4C=CC3(O4)C2C(=O)NC2CCCCC2)CC1 (stereo not given)
    -15, 6, -4, 4, -4, -1, -0.2, 12, -6, -10, -1
> COc1cc(OC)cc(C(=O)OCC(=O)NCc2ccc3c(c2)OCO3)c1
    -4, -1, -1, -4, 10, -32, -0.3, 0, -10, 13, -4
> Fc1ccccc1NC(=S)Nc1cccnc1
    -2, -3, 4, -1, -8, -15, 0.9, -11, 1, -16, -10
> O=C(CN1CCN(Cc2ccccc2)CC1)N/N=C/c1cccnc1
    6, -4, 0, 2, 8, 12, -1.8, 13, 3, 7, -1
> Cc1ccc(-c2ccc(CCC(=O)O)n2-c2cccc(O)c2)cc1
    -6, 13, 7, 2, -42, -1, -3.3, 3, -7, -11, 0
> O=C(NCCN1C(=O)S/C(=C\c2ccc(OC(F)F)cc2)C1=O)[C@@H]1CCCN1C(=O)c1cccs1
    14, 0, 0, 2, -13, 6, -1.2, 17, -6, 14, 6
> COc1cccc(NC(=O)Cc2cn(C)c3ccccc23)c1
    -19, -2, -5, -10, -14, -24, -1.9, -14, -8, -35, 4
> S=C1NC(C23CC4CC(CC(C4)C2)C3)=CC(c2ccc3c(c2)OCO3)N1 (stereo not given)
    22, -3, -3, -3, -7, 3, -2.5, -18, -5, 19, -6
> C=CCOc1c(Br)cc(/C=N\n2nnnc2N)cc1OC
    5, 3, 3, -4, 10, -6, -1.2, -16, 0, -14, -1
> O/N=C/c1ccc(OCC(O)COc2ccc(/C=N/O)cc2)cc1
    0, 10, 6, -1, -21, -4, -1.2, 5, -6, 29, -6
> CS(=O)(=O)Nc1nc2n(n1)C(c1ccc(F)cc1)CC(c1ccccc1)N2 (stereo not given)
    18, 6, -1, 5, 4, -13, -0.7, -2, -8, 6, 4
> Cc1ccc(OCC(=O)N2CCc3ccccc3C2)cc1C
    -21, 12, -10, 0, -12, -16, -1.4, -11, -8, -22, 3
> CC(OC(=O)c1ccccn1)C(=O)Nc1ccc(C(F)(F)F)cc1 (stereo not given)
    14, 0, -5, -5, -2, 13, -2.5, 0, -9, 10, 1
> Cc1ccc(S(=O)(=O)/C(C#N)=C/c2c(N3CC(C)OC(C)C3)nc3ccccn3c2=O)cc1 (stereo not given)
    8, 7, 6, -18, 5, 1, -2.1, 7, 3, -1, 11
> O=C(CSc1nc(-c2ccccc2)cs1)N1CCN(C(=O)c2ccco2)CC1
    3, 4, -2, -1, -8, -3, -1.9, -2, 1, -3, 5
> Cc1ccc(C(=O)Nc2ccc3nccnc3c2)cc1
    -57, 8, 15, -1, -91, -54, 0.6, -34, -6, -133, -4
> O=C(CSCc1cnn(-c2ccccc2)c1-n1cccc1)NCC1CCCO1 (stereo not given)
    11, 8, -1, 8, 9, -3, -2.0, 1, 4, -10, 0
> COc1cc(CNCCO)cc(Br)c1OCc1ccccc1
    13, 6, 4, 4, 6, 0, -1.8, 3, -5, 7, 3
> COc1cccc(OC)c1OCCN1CCCC1
    4, 15, -3, -8, 1, -43, -1.5, 1, 0, 15, -7
> Cc1ccc(C(C)C)c(OCC(=O)NNC(=O)CC2OC(=O)c3ccccc32)c1 (stereo not given)
    -19, 2, -13, 2, -13, -27, -0.4, -9, 5, 2, -9
> C[C@H](CO)N1C[C@H](C)[C@@H](CN(C)S(=O)(=O)c2cccs2)Oc2ccc(NC(=O)NC3CCCCC3)cc2C1=O
    5, 11, -2, 4, 0, 6, -0.3, -5, -5, 4, -5
> COc1ccc(C(=O)/C=C/c2cn(CC(O)CN3CCN(C)CC3)c3ccccc23)cc1OC (stereo not given)
    -23, -6, 8, -1, -33, -17, 0.1, 8, -2, 3, 13
> O=C(O)COc1ccccc1/C=N/NC(=O)CSc1nnc(-c2ccc(Cl)cc2)n1C1CCCCC1
    -5, -4, -2, -5, 4, -9, -3.0, 16, -14, -3, 2
> COc1ccccc1N1CCN(C2CCN(C(=O)c3cc(OC)c(OC)c(OC)c3)CC2)CC1
    -19, 4, -6, -20, 9, -17, 1.5, 9, 0, 2, -1
> CC[C@]12c3[nH]c4cc(-c5ccco5)ccc4c3CCN1C(=O)[C@@H](CC(=O)NCCN1CCOCC1)C[C@@H]2C(=O)N1CCN(C(=O)C2CC2)CC1
    -32, 9, 2, -8, -1, -5, -1.2, 5, 5, -2, 9
> CCOC(=O)CC[C@H](NC(=O)Cn1cnc(C(=O)Nc2ccc(C)c(C)c2)n1)C(=O)OCC
    -29, 2, -1, -7, -20, -31, -0.1, -6, -12, -16, -9
> CCCCC(=O)Nc1ccc(N2CCN(S(C)(=O)=O)CC2)cc1
    -3, -3, 0, -5, -6, -24, 2.5, 6, -36, 3, 3
> CC(NC(=O)COC(=O)CN1C(=O)C2CCCCC2C1=O)c1ccccc1 (stereo not given)
    -27, 10, 3, -3, 5, -8, -2.9, -20, -2, -4, -10
> CNc1ccc(/C=C/C(=O)c2ccc3c(c2)OCCO3)cc1[N+](=O)[O-]
    5, -3, 2, -1, -12, -3, -2.2, -4, -13, -5, 4
> COc1ccc(C2CC(C)(c3ccc(OC)cc3)Nc3ccccc3N2)cc1 (stereo not given)
    -47, 0, -6, 5, -73, -57, -1.6, -48, 0, -87, -6
> Cc1nc2c(sc3nc4c(cc32)COC(C)(C)C4)c(=O)n1Cc1ccccc1
    -18, 4, -12, -2, -8, -39, -0.1, -4, 1, 7, 6
> Cc1onc(-c2c(F)cccc2Cl)c1C(=O)Nc1cc2cc([N+](=O)[O-])ccc2oc1=O
    12, ., ., ., 8, -9, ., 5, -11, -16, -3
> OC1CN=C2CCCc3c2n(c2ccc(Cl)cc32)C1 (stereo not given)
    5, 3, 3, 0, -13, -28, -4.4, -18, 0, 2, 6
> CCCN(CCC)S(=O)(=O)c1ccc(NS(=O)(=O)c2ccc(F)cc2)cc1
    -15, -1, -4, 2, 14, -1, 3.2, 10, -8, 12, 4

Taken from the listing for reference:
Values run as follows: SRC3 inh, MC4R antag cAMP, EBV LMP1 NFkB, TLR9-MyD88 inh, SRC1 inh, NCOA2 inhibitor, MC4R ag barr, NR2F2 inh, NOD2 RIPK2 PPI, NR5A2 inv ag, ABHD5-PLIN5 inh
> COc1ccc(C2CC(C)(c3ccc(OC)cc3)Nc3ccccc3N2)cc1 (stereo not given)
    -47, 0, -6, 5, -73, -57, -1.6, -48, 0, -87, -6
> Cc1nc2c(sc3nc4c(cc32)COC(C)(C)C4)c(=O)n1Cc1ccccc1
    -18, 4, -12, -2, -8, -39, -0.1, -4, 1, 7, 6

(further entries)
| compound | SRC3 inh | MC4R antag cAMP | EBV LMP1 NFkB | TLR9-MyD88 inh | SRC1 inh | NCOA2 inhibitor | MC4R ag barr | NR2F2 inh | NOD2 RIPK2 PPI | NR5A2 inv ag | ABHD5-PLIN5 inh |
| --- | --- | --- | --- | --- | --- | --- | --- | --- | --- | --- | --- |
| CC1Cc2ccccc2N1CC(=O)Nc1ccc(Cl)c(S(=O)(=O)N(C)C)c1 (stereo not given) | 3 | 9 | 2 | -6 | -6 | -2 | -2.1 | 8 | -1 | -9 | 2 |
| COc1ccc(NC2=C3CC(C)CC=C3N(c3ccc(OC)cc3)C2=O)cc1 (stereo not given) | 1 | 4 | 7 | -7 | -4 | -10 | -1.2 | -18 | -6 | -12 | -3 |
| O=C(O)C(Cc1c[nH]c2ccccc12)NS(=O)(=O)c1ccc(Cl)cc1 (stereo not given) | -2 | -4 | -3 | 6 | -4 | -2 | 0.7 | 7 | -1 | 22 | 1 |
| CC1CCCC(C)N1/N=C/C=C/c1ccccc1[N+](=O)[O-] (stereo not given) | -27 | 4 | -19 | -6 | -39 | -27 | 0.2 | -30 | -4 | 2 | -4 |
| O=C1CCCN1CCCNC(=S)Nc1ccccc1Cl | 14 | 12 | 2 | 8 | 7 | 2 | -1.1 | 12 | -2 | 0 | -2 |
| C=CCNC(=S)NNC(=O)c1ccc2c(c1)OCO2 | 8 | 11 | 2 | 4 | -11 | -17 | -1.2 | -21 | 4 | -9 | -3 |

Arranged by value in NR2F2 inh (rising): 3 from the list above.
molecule | SRC3 inh | MC4R antag cAMP | EBV LMP1 NFkB | TLR9-MyD88 inh | SRC1 inh | NCOA2 inhibitor | MC4R ag barr | NR2F2 inh | NOD2 RIPK2 PPI | NR5A2 inv ag | ABHD5-PLIN5 inh
CCOC(=O)CC[C@H](NC(=O)Cn1cnc(C(=O)Nc2ccc(C)c(C)c2)n1)C(=O)OCC | -29 | 2 | -1 | -7 | -20 | -31 | -0.1 | -6 | -12 | -16 | -9
CNc1ccc(/C=C/C(=O)c2ccc3c(c2)OCCO3)cc1[N+](=O)[O-] | 5 | -3 | 2 | -1 | -12 | -3 | -2.2 | -4 | -13 | -5 | 4
CCCN(CCC)S(=O)(=O)c1ccc(NS(=O)(=O)c2ccc(F)cc2)cc1 | -15 | -1 | -4 | 2 | 14 | -1 | 3.2 | 10 | -8 | 12 | 4

High-throughput results (PubChem BioAssay)

Not all compounds are listed; count on the stated rates, not on these rows.
